Compound activity: PubChem BioAssay, National Center for Advancing Translational Sciences (NCATS)
Shiga inhibitor – Shiga toxin inhibition; Vero cells, Shiga toxin protein synthesis inhibition reporter; inhibition, % at 38.7 µM; actives 9.2% (n = 290,000); in the data active = inhibition mostly above about 28%, no sharp cut-off; inactive = mostly below about 43%; note: 0% is about no effect
Pf growth 48h – P. falciparum growth inhibition at 48 hours (one generation). actives 5.9% (n = 310,000). P. falciparum luciferase growth in erythrocytes, 48 h. Potency, µM (highest dose often 28.7 µM), for inactives: top-dose activity change, negative = inhibition, hits mostly inhibitors; note: potency is the fitted concentration of half-maximal effect; % is set by controls: 0 for no effect and ±100 for the full control effect
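In quantitative HTS format, infected erythrocytes bearing luciferase-reporter parasites were treated for a single generation at 37 C. Luminescence after adding detection reagent served as the growth measure.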
Cycloheximide cs – counter-screen for Shiga toxin inhibitors: cycloheximide protein synthesis inhibition. max response, %. cell reporter, cycloheximide protein synthesis inhibition counterscreen. actives 12% (n = 300,000); in the data active = max response mostly above about 13%, no sharp cut-off; inactive = mostly below about 14%; note: read at 38.3 µM for the half of the compounds with a filed dose; 0% is about no effect
HCV inh – blocks hepatitis C virus | Huh7.5.1 HCVcc-Cre infection, luciferase reporter, 44 h | Potency, µM (top dose mostly 41.8 µM), inactives show at the top dose activity change, negative = inhibition, usual class: inhibitors | actives 3.4% (n = 340,000) | AID 651820; note: potency is the fitted concentration of half-maximal effect; % is set by controls: 0 for no effect and ±100 for the full control effect
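Cells seeded at 1,000/well and cultured 4 h, then compounds added followed by HCVcc-Cre virus (~0.5 moi). After 44 h further culture, luciferase substrate was added, plates held 15 min at room temperature, and luminescence read for 15 sec.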
Pf growth 96h – P. falciparum growth inhibition at 96 hours; P. falciparum luciferase reporter growth, 96 h; Potency, µM (highest dose often 28.7 µM), inactives show top-dose activity change, negative = inhibition, hits mostly inhibitors; actives 6.9% (n = 320,000); note: potency is the fitted concentration of half-maximal effect; % is set by controls: 0 for no effect and ±100 for the full control effect
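Parasite growth measured via integrated firefly luciferase reporter in P. falciparum. Infected erythrocytes at 2% hematocrit, 0.05% parasitemia final were treated 96 hours at 37 C under 5% CO2, and luminescence was read.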
FBPA Giardia inh – blocks Giardia fructose-bisphosphate aldolase activity; purified Giardia FBPA; A8B2U2; actives 0.71% (n = 290,000); Potency, µM (highest dose often 59.6 µM), inactives show at the top dose activity, negative = inhibition, hits mostly inhibitors; AID 2451; note: potency is the fitted concentration of half-maximal effect; % is set by controls: 0 for no effect and ±100 for the full control effect; nearly all actives have a fitted effect of over 55% in size
Target sequence (A8B2U2 whole entry, looked up): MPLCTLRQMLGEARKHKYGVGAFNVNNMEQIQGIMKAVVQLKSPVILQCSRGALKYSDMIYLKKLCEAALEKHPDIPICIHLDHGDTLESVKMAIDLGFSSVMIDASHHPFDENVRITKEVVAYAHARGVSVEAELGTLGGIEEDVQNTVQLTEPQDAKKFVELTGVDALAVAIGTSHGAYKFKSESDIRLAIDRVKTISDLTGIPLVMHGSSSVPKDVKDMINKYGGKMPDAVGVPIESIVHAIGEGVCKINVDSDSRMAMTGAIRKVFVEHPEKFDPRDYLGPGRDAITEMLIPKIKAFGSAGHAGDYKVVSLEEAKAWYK
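Giardia FBPA (40 nM reagent) was preincubated 10 min at RT with compound (up to 57.5 uM final), then substrate plus GAPDH/TPI/NAD/arsenate coupling system with diaphorase/resazurin was added; resorufin fluorescence (525/598 nm) was read after 20 min.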
The depositor's hits bear a star; i = inactive; ? = inconclusive; . = no result given; & = joins results of further samples; [ ] = remark or other dose. Unless noted, calls come from the whole dose curve; as a rule, active = well fitted curve in the direction sought with a large enough effect; inconclusive = small, poorly fitted or top-dose-only effect, or another doubt; inactive = no such curve, though single readings can be large; an effect the other way counts as inactive or inconclusive.

Compound	Shiga inhibitor	Pf growth 48h	Cycloheximide cs	HCV inh	Pf growth 96h	FBPA Giardia inh
COc1ccc(/C=N\NC(=O)CC(=O)Nc2cccc(Cl)c2)cc1OC	-4	-17%	5	9%	?	-1%
CCCN1CCN(C(=O)CS(=O)(=O)Cc2nc(-c3cccc(OC)c3)oc2C)CC1	-15	?	1	-14%	5%	-12%
COc1cccc(-n2c(C)nn(C)c2=O)c1	-1	0%	8	13%	3%	18%
CCC(C)(C)c1ccc(O)cc1	.	34%&5%[activator]	.	29%	40%&14%[activator]	.
Cc1ccc(C(C)C)c(OCc2nnc(SCC(=O)Nc3ncc(C)s3)n2C)c1	-4	?	-4	-10%	.	0%
Cc1ccc(C(C(=O)NC2CCCC2)N(Cc2ccccc2)C(=O)c2csnn2)o1 (configuration not stated)	-6	-17%	-2	-9%	?	-4%
S=c1[nH]nc(-c2ccco2)n1/N=C/c1ccccc1Cl	20	-15%	-4	5%	17%	-1%
CC(C(=O)Nc1cc(C(F)(F)F)ccc1N1CCOCC1)N1C(=O)C2CCCCC2C1=O (configuration not stated)	.	-8%	.	6%	23%	.
O=C(CN1C(=O)/C(=C/c2ccco2)SC1=S)Nc1ccc(C(=O)O)c(O)c1	-4	16%	-13	?	?	.
O=[N+]([O-])c1ccc(Sc2nccn2Cc2ccccc2)cc1	-5	32%[activator]	-4	1%	0%	-12%
Cc1cc(C(=O)OCC(=O)N2c3ccccc3CC2C)c(C)o1 (configuration not stated)	36*	?	12	-14%	-2%	-3%
COc1ccc(Cc2noc(CN(C)CC(O)c3ccccc3)n2)cc1OC (configuration not stated)	12	-2%	1	1%	11%	5%
Cc1ccc(C2=NN(C(=O)CCl)C(c3ccco3)C2)o1 (configuration not stated)	26	10µM*	14	8.9µM*	6.6µM*	7%
Cc1cc(C)nc(NCC(O)COc2ccccc2C)n1 (configuration not stated)	2	-2%	-1	-4%	-8%	-19%
COC(=O)c1ccc(S(=O)(=O)c2ccccc2)c(N)c1	-11	.	5	22%	22%	2%
COc1ccc(C(C#N)N2CCC(c3ccccc3)=N2)cc1 (configuration not stated)	43*	47%[activator]	21*	17%	34%[activator]	-21%
CCOC(=O)c1nnn2c1nc(SCC(C)=O)c1ccccc12	-6	61%[activator]	1	-2%	?	3%
COc1cc(C(=O)NCC(c2ccccc2)N(C)C)ccc1OCc1c(C)noc1C (configuration not stated)	.	?	.	?	1%	.
CC(C)C(=O)Nc1ccc2c3c(cccc13)CC2	-6	0%	-4	?	5%	-9%
Cc1ccc(CC(=O)Nc2ccc(C(=O)N3CCOCC3)cc2)cc1	-14	6%	10	29%	36%[activator]	.
CCCCN(CC)CCNC(=O)CN1C(=O)COc2ccc(S(=O)(=O)N3CCCC3)cc21	-3	15%	-1	3%	?	2%
CS(=O)(=O)c1ccccc1-c1nc(-c2cc(C(F)(F)F)cc(C(F)(F)F)c2)no1	-16	-20%	-4	1%	9%	-1%
COc1cc2c(cc1OC)C1O[C@](CCCCN3C(=O)c4ccccc4C3=O)(C2)Oc2c1c(=O)oc1ccccc21	i	?	-2	.	?	16%[12.9 µM]
O=C(O)CSc1nnc(-c2ccncc2)n1Cc1ccccc1	38	.	-7	11%	12%	6%
CCCCCC1CC(=O)N(Cc2ccc(Cl)cc2)C(=O)N1 (configuration not stated)	3	9%	1	-17%	-10%	6%

The final 2 compounds of the section above open the next one:
Compound	Shiga inhibitor	Pf growth 48h	Cycloheximide cs	HCV inh	Pf growth 96h	FBPA Giardia inh
O=C(O)CSc1nnc(-c2ccncc2)n1Cc1ccccc1	38	.	-7	11%	12%	6%
CCCCCC1CC(=O)N(Cc2ccc(Cl)cc2)C(=O)N1 (configuration not stated)	3	9%	1	-17%	-10%	6%
Cc1ncc(/C=C2\C(=O)Nc3ccccc32)[nH]1	40*	23%	26*	21%	?	-4%
COc1ccccc1C(=O)OCC(=O)Nc1ccc(OC(F)F)cc1	93*	21%	21*	?	.	-1%
O=C(NNC(=O)c1ccc(Br)s1)c1cccc(Cl)c1	.	?	.	3%	41%[activator]	.
CCC1=Nc2cc(C(=O)NCCN3CCCC3)ccc2Sc2ccccc21	-3	?	-3	?	2.3µM*	-6%
O=C(Oc1cccc(Oc2ccccc2)c1)N1CCOCC1	17	-17%	9	13%	.	1%
COC(=O)/C=C1/SC(=NC(=O)c2ccc(OC)cc2)NC1=O	6	?	-1	7%	?	.
C[C@H]1[C@H](C)CC[C@]2(C(=O)O)CC[C@]3(C)C(=CC[C@@H]4[C@@]5(C)C[C@@H](O)[C@H](O)C(C)(C)[C@@H]5CC[C@]43C)[C@H]12	-12	4%	-4	0%[8.37 µM]	-1%	1%
COc1ccc(S(=O)(=O)N(C)CC(=O)NCCCn2ccnc2)cc1Cl	-14	5%	5	15%	30%	.
O=C(Nc1ccc(Nc2ccccc2)cc1)c1ccc(Cl)c([N+](=O)[O-])c1	6	2%	0	0%	?	2%
CCn1nc(C(=O)OCC(=O)NC(C)C)c2ccccc2c1=O	-8	13%	5	-1%	17%	5%
CC(C)N(C(=O)CN1C(=O)NC(c2ccccc2)(c2ccccc2)C1=O)C(C)C	3	-20%	-5	-1%	?	-2%
CC(C)N(CC#CCC(O)(c1ccccc1)C1CCCC1)CCO (configuration not stated)	17	-14%	-2	-5%	6%	10µM*
CCOc1ccccc1C(=O)N/N=C/c1cccc2cccnc12	-8	?	-2	2%	?	?
O=C(CNC(=O)c1cccs1)Nc1ccc(N2CCOCC2)cc1	.	74%[activator]	.	10%	94%[activator]	.
Cc1ccc(-c2nc(N)sc2-c2ccc(C)cc2)cc1	-18	-6%	-4	-15%	-15%	-10%
CCCCC(=O)N/N=C/c1ccc(-c2ccc([N+](=O)[O-])cc2)o1	25*	-24%	14	?	9.3µM*	0%
O=C(NCc1nc2ccccc2[nH]1)C1=C[C@@H](c2ccc(Br)cc2)C[C@@H](OCCCCO)O1	-6	?	-3	?	?	-2%
Cc1[nH]c2ccccc2c1/C=N/Nc1nc(Nc2ccccc2)nc(N2CCOCC2)n1	16	?	20*	?	?	-9%
CCc1ccc(-c2nc(SCC(=O)N(CC)C3CCS(=O)(=O)C3)n[nH]2)cc1 (configuration not stated)	.	19%	.	2%	8%	.
COc1ccc(N2C(=O)CC(SCCc3nc4ccccc4[nH]3)C2=O)cc1 (configuration not stated)	-19	0%	-3	.	6%	-4%
CCOc1ccc(S(=O)(=O)Nc2cccc(C(=O)NCC3(N4CCCCC4)CCCCC3)c2)cc1	.	15µM*	.	13µM*	?	.
O=C(Cc1ccccc1)NN1C(=O)/C(=C/c2ccc(C(=O)O)cc2)SC1=S	-2	6%	-1	-1%	16%	-5%
Cc1ccc(Nc2nc3nonc3[nH]c2=O)cc1	58*	?	27*	9%	62%[activator]	0%
O=C(CSc1nnc(CNC(=O)c2c(F)cccc2F)o1)NCc1ccccc1Cl	20	-3%	11	2%	4%	-4%
CC(C)(C)NC(=O)C(c1ccc(F)cc1)N(CCc1ccccc1)C(=O)c1ccn[nH]1 (configuration not stated)	-26	-34%	-2	7%	72%[activator]	0%
O=S(=O)(NC1CC2CCC1C2)c1ccc(Br)s1 (configuration not stated)	-8	-10%	-4	18%&-23%	?	5%
CCOc1ccc(CN2CCN(CCCc3ccccc3)CC2CCO)cc1 (configuration not stated)	-6	-1%	-2	-25%	3%	9%
Cc1ccc(N2C(=O)N3[C@H](c4ccc(Cl)cc4)[C@@H]4C(=O)N(C5CCCCC5)C(=O)[C@@H]4[C@]3(Cc3ccccc3)C2=O)cc1	19*	?	9.7*	?	3.7µM*	2%
Cc1ccc(-c2onc3ccc(C(=O)O)cc23)cc1	180*	306%[activator]	92*	24%	-3%	2%
O=C(OCC(=O)N1CCN(C(=O)c2ccco2)CC1)c1ccccc1C(=O)c1ccccc1	-2	-20%	-1	-4%	?	-1%
Cc1cccc(NC(=S)N2CCC(NC(=O)C3CCCCC3)CC2)c1	-3	-14%	0	-5%	-5%	-4%
CC(=O)c1ccc(N2CCc3ccccc3C2)c([N+](=O)[O-])c1	76*	92%[activator]	30*	-6%	86%[activator]	-1%
CC(C(=O)NC1CCCC1)N(C(=O)Cn1nnc(-c2ccc(F)cc2)n1)c1ccccc1F (configuration not stated)	-6	?	-6	-22%	?	-5%
Cc1ccc(NC(=O)c2cccc3ccccc23)cc1	173*	40%[activator]	33*	?	122%[activator]	-1%
CCOc1ccc(NC(=O)C2CCCN(S(=O)(=O)c3ccc4c(c3)CCCN4C(C)=O)C2)cc1 (configuration not stated)	-4	12µM*	9	?	?	-8%
COc1cccc(N2CCN(c3ccc4nnc(CCC(=O)Nc5cccc(C(C)=O)c5)n4n3)CC2)c1	-2	16%	2	14%	-11%	-9%
Cc1csc(=O)n1CC(=O)OC(C)C(=O)Nc1cccc(Cl)c1 (configuration not stated)	.	38%[activator]	.	12%	27%	.
Cc1ccc(Sc2ncccc2C(=O)NCc2cc([N+](=O)[O-])ccc2O)cc1C	1	3%	-3	12%	-27%	.
C=CCC(=O)N1CCCC(CCC(=O)NCc2ccccc2F)C1 (configuration not stated)	-4	0%	1	-30%	41%[activator]	-2%
CC1(C)CC(=O)C2=C(C1)Nc1ccccc1NC2c1ccccc1F (configuration not stated)	-3	?	1	8%	47%[activator]	-7%
C/C(=N\Nc1nc2ccccc2s1)c1cccs1	73*	203%[activator]	89*	-26%	84%[activator]	-5%
CC(Sc1nc(N)cc(=O)[nH]1)C(=O)Nc1cccc(Cl)c1 (configuration not stated)	-12	2%	4	-4%	-10%	-5%
COc1ccccc1NC(=O)CCCN1C(=O)C(c2ccccc2)Oc2cccnc21 (configuration not stated)	-2	-26%	13	-2%	?	4%
Cc1ccc(S(=O)(=O)NN2C(=O)c3ccccc3NC2c2ccccc2O)cc1 (configuration not stated)	-8	3%	6	10%	?	-11%
Cc1cc(C(=O)NN)n[nH]1	61*	11%	20*	8%	12%	-3%
CCn1c(-c2ccc(N)cc2)nc2ccccc21	31	.	7	10%	40%	-12%
CCOc1ccc(-c2cc(CCCC(=O)Nc3cccc(OC)c3)no2)cc1	-4	?	2	?	-27%	11%
COc1ccc(CC(=O)Nc2ccccc2NC(=O)c2ccco2)cc1OC	-7	?	7	-2%	4%	2%
O=C1NC(=O)C(=Cc2ccccc2Oc2ccc(F)cc2)C(=O)N1	-3	-2%	4	-16%	15%	-19%
Cc1sc2nc(SCC(=O)NCCCO)n(-c3ccccc3)c(=O)c2c1C	7	-10%	-3	-1%	7%	-2%
CC(C)Sc1nc2ncnc(N)c2[nH]1	-16	-22%	-1	-1%	-20%	-9%
CSc1ccccc1N1CCN(C(=O)Nc2ccc3c(c2)NC(=O)CO3)CC1	26	8%	5	-28%	0%	-16%
O=C(CN1CC(c2ccccc2)CC1=O)N/N=C/c1cc(Br)ccc1O (configuration not stated)	-8	-73%	3	?	53%[activator]	9%

Ordered by number of heavy atoms (smallest number first): three of the compounds above.
Compound	Shiga inhibitor	Pf growth 48h	Cycloheximide cs	HCV inh	Pf growth 96h	FBPA Giardia inh
CC(Sc1nc(N)cc(=O)[nH]1)C(=O)Nc1cccc(Cl)c1 (configuration not stated)	-12	2%	4	-4%	-10%	-5%
CSc1ccccc1N1CCN(C(=O)Nc2ccc3c(c2)NC(=O)CO3)CC1	26	8%	5	-28%	0%	-16%
Cc1ccc(Sc2ncccc2C(=O)NCc2cc([N+](=O)[O-])ccc2O)cc1C	1	3%	-3	12%	-27%	.
